Screening results (PubChem BioAssay)
GSK3beta inhib: inhibitors of human GSK3beta kinase | P49841 | GST-GSK3beta kinase, ADP-Glo luminescence, 60 min; active compounds read low | activity score (negative = inhibition), % at 10 µM | 300,000 tested, 0.038% active;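 active = more than half of replicate wells score below -50%, meaning over 50% inhibition versus plate controls; inconclusive = some replicates but at most half score below -50%; inactive = no replicate scores below -50%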;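 note: 0% = median DMSO wells and -100% = median GW8510 positive control wells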
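Test system: GST-fused GSK3beta enzyme, cell-free | Quantity: 1.6 ng GST-GSK3beta enzyme per well | Reagent: 25 µM ATP with peptide substrate | Schedule: 60 min enzyme reaction, room temperature | Signal: Luminescent ADP-Glo measurement of ADP formed | Read-out basis: Score relative to plate controls | Control set: DMSO and 20 µM GW8510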
PolyA inh: inhibitors of polyadenylation in S. cerevisiae; S. cerevisiae SKY197-pL101 polyadenylation reporter, beta-gal luminescence; efflux-impaired pdr1/pdr3 knockout yeast; score 100 = 6 SD above DMSO; calls only at 12 µM; 300,000 tested, 0.02% active; AID 1875;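 active = lowest replicate activity score at least 50, where 100 means six control SD above control mean; inconclusive = lowest score under 50 but half or more replicates reach 50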;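 note: yeast exposed to compound for 9 h at 30 °C; higher score means more reporter readthrough which indicates perturbed polyadenylation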
HSF1 inh: HSF1 inhibition. 300,000 tested, 0.77% active. activity change, negative = inhibition, % at 7.5 µM (by protocol). AID 2098. NIH3T3-HGL HSE-luciferase, MG132-induced, luminescence 8 h; active compounds read low;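 active = more than half of replicate wells show activity change below -50%, luminescence cut by over half; inconclusive = some wells, but at most half, below -50%; inactive = no replicate well below -50%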;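 note: luciferase reports HSF-1 transcriptional activity via heat shock element; 0% = median of DMSO wells and -100% = zero luminescence signal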
Platelet DG rel: platelet dense granule release activity; human platelet-rich plasma, SFLLRN dense granule ATP release, luminescence; inhibition, %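 (compounds screened at 7.5 µM in platelet-rich plasma)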; 300,000 tested, 0.22% active;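 active = mean replicate score, as percent of positive control, at or above 50; inconclusive = mean below 50 but at least one replicate at or above 50; inactive = mean and every replicate below 50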
AI-2 QS mod: modulates the Vibrio harveyi AI-2 quorum sensing system; Vibrio harveyi JMH597 AI-2 luminescence/OD600 ratio, 9 h; active compounds read low; strain lacks LuxN and CqsS sensors; 0 = neutral-control median; activity change, % at 7.5 µM; 300,000 tested, 0.4% active; in the data active = activity change below about -75%, passing the limit was not always enough; inconclusive = no clear call, values can overlap the other calls;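 note: luminescence divided by OD600 gain over 9 h not by final OD600 alone; inactives centre near 13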
GSK3 alpha inh: human GSK-3 alpha kinase inhibition. ADP-Glo luminescence, 60 min. inhibition, % at 10 µM. 320,000 tested, 0.1% active;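 in the data active = inhibition above about 50%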;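 note: GST-tagged GSK-3 alpha with peptide substrate and 25 µM ATP; 0% = DMSO neutral wells and 100% = GW8510 positive control wells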
Target sequence (P49840 whole entry, looked up): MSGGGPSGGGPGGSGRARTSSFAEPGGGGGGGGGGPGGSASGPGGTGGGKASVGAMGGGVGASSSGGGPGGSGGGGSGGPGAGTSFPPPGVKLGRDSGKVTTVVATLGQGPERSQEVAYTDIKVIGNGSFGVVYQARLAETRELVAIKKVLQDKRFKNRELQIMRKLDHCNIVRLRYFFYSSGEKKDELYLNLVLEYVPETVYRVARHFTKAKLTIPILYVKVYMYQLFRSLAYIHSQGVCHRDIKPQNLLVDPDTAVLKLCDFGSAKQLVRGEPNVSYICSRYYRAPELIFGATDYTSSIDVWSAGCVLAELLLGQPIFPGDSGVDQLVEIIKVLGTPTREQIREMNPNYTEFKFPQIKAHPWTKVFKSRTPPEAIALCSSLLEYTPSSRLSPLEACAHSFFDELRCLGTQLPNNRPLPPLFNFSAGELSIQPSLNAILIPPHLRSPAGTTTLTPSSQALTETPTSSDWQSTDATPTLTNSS
HDAC3 inh: human HDAC3 inhibition; recombinant HDAC3, fluorogenic peptide/trypsin coupled, fluorescence; inhibition, % at 8.3 µM; AID 2718; O15379; 320,000 tested, 0.15% active; in the data active = inhibition above about 26%, passing the limit was not always enough; inconclusive = no clear call, values can overlap the other calls
Target sequence (O15379 whole entry, looked up): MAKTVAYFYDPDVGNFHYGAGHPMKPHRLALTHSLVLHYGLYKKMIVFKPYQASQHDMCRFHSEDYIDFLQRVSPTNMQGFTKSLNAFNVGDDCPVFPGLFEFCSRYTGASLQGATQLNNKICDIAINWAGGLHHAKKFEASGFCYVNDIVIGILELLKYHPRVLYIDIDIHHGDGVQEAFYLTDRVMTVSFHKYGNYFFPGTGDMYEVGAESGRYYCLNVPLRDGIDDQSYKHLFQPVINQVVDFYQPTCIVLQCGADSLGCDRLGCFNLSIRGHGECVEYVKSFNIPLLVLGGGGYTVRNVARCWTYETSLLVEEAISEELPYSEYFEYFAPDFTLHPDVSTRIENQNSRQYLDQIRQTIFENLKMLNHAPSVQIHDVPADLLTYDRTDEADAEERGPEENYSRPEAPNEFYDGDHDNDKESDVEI
HSP90 inh: blocks HSP90-mediated luciferase refolding in reticulocyte lysate. Rabbit reticulocyte lysate, luciferase refolding luminescence, 3 h. inhibition, % at 5.6 µM. 290,000 tested, 0.91% active;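 active = inhibition above the screen-wide mean plus 3 SD, computed separately per campaign, cut at about 16% in these data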;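 note: 0% = DMSO wells and 100% = 60 µM geldanamycin wells; inhibitors lower the luminescence because luciferase stays unfolded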
Dyrk1A ADPGlo: inhibitors of rat Dyrk1A kinase; Q63470; ADP-Glo luminescence, NFATc1 peptide; inhibition, % at 12.5 µM; 310,000 tested, 0.43% active; AID 504441; in the data active = inhibition above about 50%;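 note: plate controls were vehicle with enzyme for no effect and no enzyme for full effect; many of its hits are not listed in these tables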
HSF-1 act: increases HSF-1 driven luciferase reporter signal; NIH3T3-HGL HSF-1 luciferase reporter, MG132, 8 h; 100% = twice DMSO control signal; activation, % at 9 µM; 300,000 tested, 1.7% active; AID 504408;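 active = mean replicate activation of at least 50% with a set share of replicates each reaching 50%; inconclusive = only one of those two conditions met; inactive = mean below 50% and too few replicates reaching it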;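 note: 0% = median of the neutral control wells and 100% = twice that signal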
Active calls of the source: *; i = inactive; ? = inconclusive; / = not tested or not shown.

No.	compound	Dyrk1A ADPGlo	GSK3beta inhib	HSF1 inh	Platelet DG rel	HSF-1 act	GSK3 alpha inh	PolyA inh	HSP90 inh	AI-2 QS mod	HDAC3 inh
1	O=C(NC(=S)NC1CCCc2ccccc21)c1ccco1 (stereo not drawn)	-3	4	-2	13	7	-1	i	1	14	3
2	O=C(Nc1ccccc1-c1ccccc1)c1ccccc1	5	1	8	0	17	0	i	-1	17	0
3	Nc1c(C(=O)Nc2ccc(Cl)cc2)sc2nc(N3CCOCC3)c3c(c12)CCCC3	-4	-3	7	2	10	1	i	-2	14	8
4	c1ccc(C2=Nn3c(nnc3-c3cc(-c4ccccc4)n[nH]3)SC2)cc1	3	-1	3	2	-10	-1	i	-1	55	7
5	Cc1ccc(-c2nn(-c3ccccc3)cc2/C=N/NC(=O)c2ccncc2)o1	-3	0	-5	-10	0	0	i	4	13	-4
6	CN1CCN(CC(O)Cn2c3ccccc3c3ccccc32)CC1 (stereo not drawn)	-2	2	-4	1	1	-1	i	2	8	/
7	O=C(COC(=O)c1ccc(Br)cc1)NCCC1=CCCCC1	-11	2	-2	4	8	1	i	-3	5	-1
8	NC(=O)c1ccc(NC(=O)CCC(=O)c2cccs2)cc1	-2	1	-2	-6	5	2	i	0	15	-6
9	COc1ccc(C2c3c(oc4ccccc4c3=O)C(=O)N2Cc2ccncc2)cc1OC (stereo not drawn)	/	-1	-2	1	7	0	i	-1	30	0
10	COC(=O)c1c(C)oc(C)c1S(=O)(=O)NCc1ccc(Cl)cc1Cl	/	2	6	-8	-13	6	i	-9	11	10
11	CCCNC(=O)C(Cc1ccccc1)NS(=O)(=O)c1ccc2c(c1)c(=O)n(C)c(=O)n2C (stereo not drawn)	2	3	4	17	8	-2	i	2	5	-5
12	O=C(CCC(=O)Nc1ccc(Br)cc1)N/N=C/c1ccccc1F	-4	-1	8	6	48	-3	i	4	19	3
13	COc1cc(OC)c(C2=NOC(C(=O)NCCc3ccccc3)C2)cc1Cl (stereo not drawn)	1	3	4	-4	3	/	i	0	15	/
14	Cc1ccc2c(CN(C)Cc3cccc(Cl)c3)cc(=O)oc2c1C	5	1	16	-5	18	-1	i	-8	5	6
15	COc1ccc(C(=O)Nc2ccc(O)c3ccccc23)cc1	3	1	7	9	15	-2	i	/	24	11
16	O=C(CN1C(=O)CCSc2ccccc21)Nc1ccc2c(c1)OCCO2	3	0	-1	2	30	-1	i	-2	21	-2
17	CCOCCn1c(N2CCN(c3ccc(OC)cc3)CC2)nc2c1c(=O)n(C)c(=O)n2C	2	3	-4	-2	-3	4	i	0	29	4
18	O=C(N/N=C/c1ccc(F)cc1)c1cc[n+]([O-])cc1	17	-1	-3	12	16	0	i	0	5	-5
19	CC(C)(O)C#Cc1ccccc1C(=O)NC(CC(N)=O)C(=O)O (stereo not drawn)	-2	2	0	-1	-14	6	i	3	3	3
20	C(=N\Nc1ccccn1)/c1cccnc1	1	-6	-3	-2	0	8	i	1	37	9
21	O=C(Nc1nnc(SCc2ccc(Cl)cc2)s1)C1CCCO1 (stereo not drawn)	3	-1	-3	-17	19	/	i	-4	13	1
22	O=C(NCc1ccc(C(F)(F)F)cc1)C1CC(c2cccc(F)c2)=NO1 (stereo not drawn)	5	2	-6	4	-14	-2	/	/	11	-7
23	O=c1c2c3c(sc2nc2n1CCCCC2)C(O)CCC3 (stereo not drawn)	-2	-2	11	5	23	-3	i	3	6	3
24	O=C(Cn1c(C(F)(F)F)nc2ccccc21)Nc1ccccc1N1CCOCC1	-8	-4	10	6	9	0	i	-8	26	0
25	CCOc1ccc2nc(NCCCNS(=O)(=O)c3ccccc3)c(C#N)cc2c1	-2	6	7	-6	38	3	i	3	9	0
26	CCC(Oc1ccc(C)cc1)C(=O)Nc1ccccc1C(=O)N1CCOCC1 (stereo not drawn)	-7	-1	-2	-3	1	0	i	-2	19	0
27	Cn1c(=O)[nH]c(=O)c2c1nc(SCC(O)CO)n2CCCc1ccccc1 (stereo not drawn)	/	-2	12	15	31	0	i	3	-21	-4
28	NC(=O)NC(CC(=O)NCCc1ccccn1)c1ccccc1Cl (stereo not drawn)	-1	1	18	-2	33	-1	i	-1	19	1
29	C/C(CC(=O)Nc1ccccn1)=N\NC(=O)c1cnccn1	-3	-6	1	-10	20	-1	i	2	2	4
30	O=C1CC(c2ccccc2)CC(O)=C1C=Nc1cccc(Cl)c1 (stereo not drawn)	2	0	79	4	120*	-2	i	2	8	-1
31	Cc1ccccc1CN(c1ccc(C(=O)NCC2CCCO2)cc1)S(C)(=O)=O (stereo not drawn)	-4	1	-2	-6	13	-2	i	3	6	3
32	CCOc1ccc(NC(=O)CSc2nnc(C3CC3)n2C)cc1	1	-1	11	1	35	-1	i	1	15	-2
33	Cc1cc(/C=C2\SC(=S)N(C)C2=O)c(C)n1-c1ccccc1O	3	0	-38	-3	-47	-4	i	/	1	12
34	CC1CCCCN1C(=O)CSc1nnc2c(n1)[nH]c1ccccc12 (stereo not drawn)	-5	2	5	0	14	1	i	-2	18	-2
35	O=C(Nc1ccc(Br)cn1)c1ccc2nccnc2c1	8	2	/	/	/	-3	i	8	7	-4
36	Cc1cc(OCC(=O)Nc2ccc(N3CCN(C(=O)c4ccco4)CC3)cc2)cc(C)c1Cl	/	2	-5	10	6	-1	i	-1	23	3
37	COc1ccc(CCN(C(=O)COc2ccccc2)c2nc(-c3ccccc3)cs2)cc1OC	3	2	6	-2	16	-3	i	6	15	12
38	Cc1ccc(C2NC(=O)CCC2[N+](=O)[O-])cc1 (stereo not drawn)	2	0	-6	8	-10	-1	i	-3	-1	3
39	COCCn1nnnc1C(CC(C)C)N1CCN(c2cccc(OC)c2)CC1 (stereo not drawn)	0	-4	12	11	46	/	i	-5	27	/
40	Clc1ccc(/C=C/c2ncc[nH]2)c(Cl)c1	0	2	13	5	27	-2	i	1	21	-2
41	COC(=O)c1cn(NC(=O)c2cc([N+](=O)[O-])ccc2F)c(=O)c2ccccc12	-2	-3	-7	0	22	-4	i	-2	20	-3
42	CCOCCCNC(=O)C1CC(=O)N(CCc2ccc(C)cc2)C1 (stereo not drawn)	-6	0	5	-14	0	2	i	-2	0	13
43	COc1ccc(NS(=O)(=O)c2csc(C(=O)Nc3ccccc3)c2)cc1	-16	1	12	-1	17	-2	i	2	23	-4
44	CC(=O)N1CCCN(C(=O)c2ccc3nc(Cc4ccccc4F)oc3c2)CC1	5	-4	-4	0	-3	-2	i	-1	19	-1
45	CCN(CC)CCNC(=O)c1[nH]c2ccc(OCc3ccccc3)cc2c1C	-1	-1	-5	-1	-11	6	i	0	1	-22
46	CCC(=O)N1c2ccc(S(=O)(=O)N3CCCCC3)cc2CC1C (stereo not drawn)	-4	-3	9	-9	35	1	i	1	9	-1
47	Cn1c(NC(=O)C2CC2)cc(=O)n(C)c1=O	5	4	6	-21	23	-1	i	0	0	5
48	O=C1CC(N2CCN(c3ccc(Cl)c(Cl)c3)CC2)C(=O)N1 (stereo not drawn)	7	-2	-8	1	8	2	i	-2	0	-3
49	Cc1ccc2c(CC(=O)N3CCN(S(=O)(=O)c4cccs4)CC3)coc2c1	-2	3	3	?	38	1	i	2	26	0
50	CCN(CC)CCN(Cc1cc2cc(C)c(C)cc2[nH]c1=O)C(=S)NCc1ccco1	-5	-5	-1	0	-8	-1	i	-1	-4	6
51	Nc1nnc(CC(=O)NCc2ccccc2)s1	-3	-5	-1	-10	-13	0	i	2	11	4
52	CCOCC(=O)Nc1c(C(=O)N2CCN(c3ncccn3)CC2)oc2ccccc12	2	-2	1	0	-5	-1	i	-2	2	-4
53	O=C(Nc1ccccc1)NC1(C(=O)N2CCC(O)CC2)CCCCC1	-4	-2	0	0	-18	-4	i	-5	22	-2
54	Cc1cc(C)n(-c2nc(NCCC(C)C)c3c4c(sc3n2)COC(C)(C)C4)n1	2	4	-7	-1	-4	/	i	-4	-3	/
55	CCOC(=O)N1CCC(N(CCOC)C(=S)Nc2cccc(SC)c2)CC1	2	-1	2	4	-7	0	/	3	-6	-8
56	CCN(CC)S(=O)(=O)c1ccc(NC(=O)c2ccc(Cl)nc2)cc1	8	0	7	-1	20	-1	i	-1	20	/

Structural class, the entries above with a furan ring, fused or not (7)
No.	compound	Dyrk1A ADPGlo	GSK3beta inhib	HSF1 inh	Platelet DG rel	HSF-1 act	GSK3 alpha inh	PolyA inh	HSP90 inh	AI-2 QS mod	HDAC3 inh
1	O=C(NC(=S)NC1CCCc2ccccc21)c1ccco1 (stereo not drawn)	-3	4	-2	13	7	-1	i	1	14	3
5	Cc1ccc(-c2nn(-c3ccccc3)cc2/C=N/NC(=O)c2ccncc2)o1	-3	0	-5	-10	0	0	i	4	13	-4
10	COC(=O)c1c(C)oc(C)c1S(=O)(=O)NCc1ccc(Cl)cc1Cl	/	2	6	-8	-13	6	i	-9	11	10
36	Cc1cc(OCC(=O)Nc2ccc(N3CCN(C(=O)c4ccco4)CC3)cc2)cc(C)c1Cl	/	2	-5	10	6	-1	i	-1	23	3
49	Cc1ccc2c(CC(=O)N3CCN(S(=O)(=O)c4cccs4)CC3)coc2c1	-2	3	3	?	38	1	i	2	26	0
50	CCN(CC)CCN(Cc1cc2cc(C)c(C)cc2[nH]c1=O)C(=S)NCc1ccco1	-5	-5	-1	0	-8	-1	i	-1	-4	6
52	CCOCC(=O)Nc1c(C(=O)N2CCN(c3ncccn3)CC2)oc2ccccc12	2	-2	1	0	-5	-1	i	-2	2	-4

An excerpt, so the mix of outcomes need not match the whole.
